PKA-R2B activ – activates the human PKA-R2B holoenzyme complex. P22694+P31323. PKA-R2B holoenzyme dissociation, Cy5-IP20 fluorescence polarization; R2B truncated from residue 108, S112A mutant; 0% DMSO only, 100% 113 µM cGMP. activation, % at 11.4 µM. 340,000 compounds, 0.079% hits. AID 504700;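 active = activation above a cutoff set at the mean over all compounds plus 3 SD, cut at about 18% in these data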;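 also: higher means more holoenzyme dissociation and a rise in polarization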
Target sequence (P31323 whole entry, looked up, other chains not shown, the tested form may be a part): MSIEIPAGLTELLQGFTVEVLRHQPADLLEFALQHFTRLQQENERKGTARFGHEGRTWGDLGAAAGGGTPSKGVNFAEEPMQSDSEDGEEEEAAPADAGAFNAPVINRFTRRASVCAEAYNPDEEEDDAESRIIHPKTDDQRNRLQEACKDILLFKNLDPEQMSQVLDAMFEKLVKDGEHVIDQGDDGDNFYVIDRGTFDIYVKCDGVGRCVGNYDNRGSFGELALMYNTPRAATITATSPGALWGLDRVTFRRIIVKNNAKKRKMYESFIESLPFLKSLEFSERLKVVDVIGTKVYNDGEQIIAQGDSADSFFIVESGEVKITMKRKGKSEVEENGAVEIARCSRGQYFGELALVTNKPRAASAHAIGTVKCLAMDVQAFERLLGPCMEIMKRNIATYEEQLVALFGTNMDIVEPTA
PfHsp90 yeast 2 – reduces growth (ATP signal) of yeast expressing P. falciparum Hsp90; inhibition, % at 9.4 µM; AID 504621; 310,000 compounds, 0.32% hits; S. cerevisiae expressing PfHsp90, BacTiter-Glo ATP, 48 h; yeast lacking PDR1 and PDR3 efflux regulators;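 active = every replicate shows inhibition above about 80%, whatever the replicate mean, limit read from the data; inconclusive = mean inhibition reaches the set limit but some replicate falls short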;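 also: 0% = DMSO neutral controls and 100% = 20 µM radicicol positive controls; yeast relying on Plasmodium falciparum Hsp90 in place of its own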
HTR5A inv ag – counter-screen for OPRM1-OPRD1 inverse agonists: human HTR5A inverse agonism; P47898; HTR5A cell line, luminescence; inhibition, % at 9.3 µM; 340,000 compounds, 0.083% hits; in the data active = inhibition mostly above about 23%, no sharp cut-off; inactive = mostly below about 18%;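 also: 0% = cells with DMSO and 100% = no-cell wells with DMSO; some compounds called inactive have numbers as strong as hits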
Target sequence (P47898 whole entry, looked up): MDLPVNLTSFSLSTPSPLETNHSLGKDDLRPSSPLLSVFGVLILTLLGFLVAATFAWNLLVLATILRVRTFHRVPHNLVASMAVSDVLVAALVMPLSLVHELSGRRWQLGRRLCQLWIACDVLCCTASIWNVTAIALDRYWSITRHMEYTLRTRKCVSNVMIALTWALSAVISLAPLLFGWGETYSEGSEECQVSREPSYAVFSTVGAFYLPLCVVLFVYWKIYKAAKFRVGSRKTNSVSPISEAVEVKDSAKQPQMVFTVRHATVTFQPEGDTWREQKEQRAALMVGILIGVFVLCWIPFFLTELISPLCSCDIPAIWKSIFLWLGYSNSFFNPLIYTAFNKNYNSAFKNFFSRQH
Tat export inh – E. coli Tat transport inhibition | E. coli MC4100 TorA-mCherry Tat export, fluorescence | 340,000 compounds, 0.036% hits | AID 488895 | inhibition, % at 10 µM;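 active = mean replicate inhibition at least 50% and at least half of replicates individually reaching 50%; inconclusive = only one of the two criteria met; inactive = neither criterion met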;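 also: exported cargo escapes ClpAP degradation while cytoplasmic cargo is degraded and loses fluorescence; 0% = median of neutral control wells and 100% = median of NaSCN control wells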
MOR-DOR ag – agonists of human mu-delta opioid receptor heterodimerization; cells, OPRM1-OPRD1 heterodimerization, luminescence; activation, % at 9.3 µM; 340,000 compounds, 0.3% hits; AID 504326; in the data active = activation above about 18%;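 also: 0% = vehicle-treated cells and 100% = reference agonist; values of inactives mirror those of a sister screen read the other way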
phage Ecoli inh – E. coli growth loss with phage present; inhibition, % at 11.9 µM; growth absorbance; 360,000 compounds, 0.26% hits; in the data active = inhibition above about 11%
PKA-R1A act – PKA-R1A complex activation; activation, % at 11.4 µM; 340,000 compounds, 0.083% hits; AID 504707; PKA-R1A dissociation, Cy5-IP20 fluorescence polarization; scaled: DMSO 0%, 113 µM cGMP 100%;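 active = percent activation above the mean of all tested compounds plus 3 SD, cut at about 19% in these data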;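 also: higher means more PKAc released from R1A so a rise in polarization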
SUMO Mot1 rescue – blocks SUMOylation pathway, rescuing yeast Mot1-301 growth; AID 2716; S. cerevisiae Mot1-301 growth rescue, ATP luminescence, 38.5C; percent above DMSO median, 100 means doubled; 320,000 compounds, 1% hits; growth rescue, % at 18.8 µM;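 active = every valid replicate shows activation above 250% relative to neutral control wells; inactive = the rest, any valid replicate at or below 250%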;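 also: OY570 slx delta 5 strain wells were the positive control but not used for scaling; some compounds called inactive have numbers as strong as hits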
Ecoli viability – reduces bacterial viability in AddAB counter-screen. 330,000 compounds, 0.27% hits. E. coli V3065 growth, OD600 absorbance, 18 h. inhibition, % at 11.9 µM;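 active = inhibition above the campaign's mean inhibition across all tested compounds plus 3 SD, cut at about 9.9% in these data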;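 also: uninfected addAB+ strain grown without phage in ampicillin broth; 0% = DMSO wells and 100% = ciprofloxacin 0.95 µg/ml wells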
AddAB inh – less growth of phage-infected E. coli with AddAB. inhibition, % at 11.9 µM. 330,000 compounds, 0.29% hits. E. coli expressing H. pylori AddAB, absorbance growth. AID 435030; in the data active = inhibition above about 12%;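 also: 0% = vehicle wells of infected cells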
OPRM1-OPRD1 inv – inverse agonist of human OPRM1-OPRD1 heterodimerization; inhibition, % at 9.3 µM; 340,000 compounds, 0.21% hits; cell-based MOR-DOR heterodimer luminescence, inverse agonism; AID 504357; P35372+P41143; in the data active = inhibition above about 22%, passing the limit was not always enough;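 also: 0% = cells with DMSO and 100% = wells without cells with DMSO; values of inactives mirror those of a sister screen read the other way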
Active calls of the source: *; ? = inconclusive; / = not tested or not shown.

#	mol	PKA-R2B activ	PfHsp90 yeast 2	HTR5A inv ag	Tat export inh	MOR-DOR ag	phage Ecoli inh	PKA-R1A act	SUMO Mot1 rescue	Ecoli viability	AddAB inh	OPRM1-OPRD1 inv
1	CC(C)(C)c1ccc(C(=O)Nc2ccc(S(=O)(=O)Nc3cnc4ccccc4n3)cc2)cc1	-2	-17	-7	-8	-1.8	1.4	1	3	-2.3	-1.9	10
2	Cc1ccc(N=C2C(=S)N(c3ccc(C)cc3)C(=N)N2/N=C/c2ccc(Cl)cc2)cc1	-8	-17	23	-2	-0.8	3.6	-9	/	0.9	1.9	4
3	O=C(CCn1nnc2ccccc21)Nc1nnc(Cc2ccccc2)s1	-5	0	2	9	0.6	2.6	1	61	-3.0	0.2	-3
4	O=C(c1ccc(C(F)(F)F)cc1)C1CCCN(C(=O)CN2CCCC2=O)C1 (stereo not drawn)	2	13	4	12	-2.1	3.9	-5	-6	-1.5	-0.3	11
5	Cc1cc(C)cc(OCC(=O)N(C)CC(=O)Nc2ccc(N3CCOCC3)cc2)c1	-10	/	10	-8	-2.1	1.5	6	/	/	/	11
6	O=C(c1ccc[nH]1)N1O[C@@H]2C=C[C@H]1C2	5	3	-5	-9	-2.3	0.6	7	/	-1.6	-0.2	11
7	Fc1ccc(NC(=S)NCc2ccccn2)cc1	7	-3	2	-9	-2.4	1.0	1	98	-0.3	1.9	14
8	CC(C)(C)C(=O)CSc1ncnc2c1cnn2Cc1ccccc1	-8	-13	-11	5	2.6	0.5	-3	11	-2.0	-1.4	-15
9	O=C(Cc1ccc([N+](=O)[O-])cc1)NCc1ccccc1Cl	-2	15	10	-5	-0.9	2.2	5	-6	2.4	4.5	5
10	O=C(COC(=O)c1cc(S(=O)(=O)N2CCOCC2)ccc1F)Nc1ccc2c(c1)OCO2	-3	-6	25	3	-4.6	-0.1	-5	5	0.2	0.8	17
11	CN(CCCC1CCCC1)C(=O)c1cc(COc2c(F)cccc2F)on1	-3	-23	4	13	-2.6	2.2	12	507	1.4	-0.1	8
12	O=C1CCCN1C(=O)CSc1ccc2ccccc2n1	-9	-20	6	0	-2.2	2.5	3	19	-0.2	2.0	8
13	COc1cccc(C(=O)NNC(=O)c2sccc2-n2cccc2)c1	-1	-17	-8	10	-2.3	2.3	-4	17	1.1	4.4	12
14	O=[N+]([O-])c1cc2c(cc1CN1CCN(CCOCCO)CC1)OCO2	1	-5	-13	-3	-0.9	-0.4	-7	-13	-0.2	1.3	5
15	COc1cc(NC(=S)Nc2ccccn2)cc(OC)c1OC	-13	-31	1	6	0.8	3.4	-2	-4	-0.7	1.1	-6
16	COc1ccc(C(c2c(C)n(C)n(-c3ccccc3)c2=O)c2c(C)n(C)n(-c3ccccc3)c2=O)cc1OC	5	3	12	-6	-2.7	0.9	-2	4	0.6	2.1	12
17	CCS(=O)(=O)c1ccc(O)c(NC(=O)c2cc(OC)c(OC)c(OC)c2)c1	13	-36	-38	4	-2.0	4.1	-1	-8	0.3	0.8	10
18	CN(C)c1ccc(C2NCCS2)cc1 (stereo not drawn)	-1	/	5	-9	1.1	4.1	-4	-2	0.8	3.7	-5
19	O=C(COC(=O)c1nc(Cl)ccc1Cl)Nc1ccccc1OC(F)F	-8	-26	1	0	-0.5	3.0	-7	-6	0.4	0.5	2
20	CN(C)C(CNC(=O)c1ccc(C(=O)c2ccccc2)cc1)c1ccccc1 (stereo not drawn)	-1	11	5	-4	3.0	-0.6	-8	-2	0.9	2.7	-25
21	O=C(c1ccccc1)c1ccc(OCC(O)CN2CCCCC2)cc1 (stereo not drawn)	5	-17	-9	-10	-1.7	-1.9	12	379	2.2	-0.3	10
22	FC(F)(F)c1ccccc1N/N=C/c1cccnc1	-3	6	5	-3	2.3	0.0	4	90	1.5	1.6	-19
23	S=c1[nH]nc(Cc2sc(-c3ccccc3)nc2-c2ccccc2)o1	2	-12	6	1	-0.8	1.4	0	-4	0.4	2.5	3
24	COc1ccc(-c2nc(CSCC(=O)NC3CCCc4ccccc43)c(C)o2)cc1OC (stereo not drawn)	-7	9	-10	4	-2.5	1.2	-15	10	1.2	1.1	13
25	CC1Cc2ccccc2N1C(=O)Cn1cc([N+](=O)[O-])cn1 (stereo not drawn)	-3	-21	-5	-7	-3.7	1.4	3	459	-1.5	2.5	16
26	CC(=O)c1sc(-c2ccc(Cl)cc2)nc1C	3	4	3	0	2.2	2.1	-6	4	2.3	0.6	-11
27	Clc1ccc(-c2cnc3n2CCCCC3)cc1	-1	25	19	11	-1.9	1.8	2	10	0.5	-1.0	10
28	Cc1ccc(C(=O)CSc2nc(O)cc(=O)[nH]2)cc1C	7	1	-32	-3	-1.8	2.9	3	-6	2.2	3.7	9
29	CCCN1CCN(C(=O)Cn2c(=O)oc3cc(S(=O)(=O)NCc4ccccc4)ccc32)CC1	-10	-16	-2	-9	-3.0	0.7	0	-10	0.2	4.9	15
30	O=C(c1ccccc1Cl)N1CCC(c2nc3c(nnn3Cc3ccco3)c(=O)[nH]2)CC1	10	-1	-7	2	-1.0	3.1	11	5	-0.7	0.2	6
31	CCc1ccc(N(C(=O)c2csnn2)C(C(=O)NCc2ccccc2)c2ccco2)cc1 (stereo not drawn)	-2	1	-4	2	-2.5	0.8	3	3	-0.7	-0.3	14
32	CC1(C)CC(=O)C2=C(C1)NC(=O)NC2c1ccc([N+](=O)[O-])cc1 (stereo not drawn)	3	-2	-9	0	1.1	2.9	-2	-15	0.6	-1.0	-9
33	O=c1oc(-c2ccccc2NS(=O)(=O)c2ccc(Cl)cc2)nc2ccccc12	5	2	1	7	-1.0	4.8	-4	-6	-2.3	-1.6	5
34	CCOc1cccc(C(=O)NC(=S)Nc2ccc(Cl)cc2C(=O)O)c1	-8	6	1	-5	-2.2	0.5	0	-5	1.6	2.9	11
35	O=C(COC(=O)CN1C(=O)C2CCCCC2C1=O)NCc1ccc(Cl)cc1Cl (stereo not drawn)	-5	-11	-7	-1	-1.4	0.7	-8	1	-1.1	-0.3	6
36	CC(NC(=O)c1ccccc1Cl)C(=O)O (stereo not drawn)	-19	9	8	-15	-2.1	1.8	-4	-3	0.4	0.8	12
37	O=C(CNC1CCCCCC1)Nc1ccccc1N1CCCCC1	-1	20	-8	?	7.8	-0.3	-14	-14	-0.5	1.1	-40
38	Cc1nc(C)c(C(=O)Nc2cccc(F)c2)s1	2	11	-8	5	-0.4	1.5	-6	165	1.4	2.3	2
39	C#CCNC(=O)C1=C[C@H](c2csc3ccccc23)C[C@H](OCCCCO)O1	1	/	14	-3	-3.1	-0.3	5	1	-1.9	-1.0	17
40	Cc1ccc(CNS(=O)(=O)c2cn(C)cn2)cc1	5	1	-5	6	-2.6	0.5	2	-1	2.0	2.5	15
41	Cc1cc(C)c2c(=O)[nH]c(SCC(=O)N3CCCCC3)nc2n1	4	12	-8	-7	-0.9	-0.5	-5	5	-2.4	1.9	4
42	Cc1cccc(NC(=O)Cn2cccc2)c1	-9	1	-23	5	-1.8	2.2	10	-13	-2.3	1.1	9
43	S=C(Nc1ccccc1)c1nc2ccccc2s1	-1	0	5	-3	2.5	3.5	9	-16	-1.8	-0.2	-16
44	Cc1noc(C)c1C(=O)OC(C)C(=O)N(C)c1ccccc1 (stereo not drawn)	9	6	-10	-3	-4.6	0.6	0	12	0.0	-2.5	18
45	COCCCn1c(SCC(=O)N(C)C)nnc1-c1ccccc1	6	15	-11	0	-1.6	1.9	4	-11	-1.2	-3.0	9
46	CCOc1ccc(S(=O)(=O)Nc2nc3ccccc3nc2-n2ccc(=NC(=O)c3cccs3)cc2)cc1	5	/	5	-3	0.9	4.2	-6	-9	3.7	3.7	-7
47	Cc1ccc([N+](=O)[O-])c2c1C(N1CC(C)OC(C)C1)C(C)(C)O2 (stereo not drawn)	-16	-13	-11	-6	-2.6	5.2	-7	/	-2.5	-2.4	12
48	O=C(NC1C(=O)NNC1c1ccccc1)c1ccccc1 (stereo not drawn)	5	-1	1	0	-3.6	1.7	-10	-3	0.5	1.8	18
49	CSCCC(NC(=O)c1ccc(Cl)cc1Cl)C(=O)OC(C)C(=O)NCc1ccco1 (stereo not drawn)	-16	25	-11	18	-3.0	2.0	1	122	-1.1	-0.2	16
50	Cc1ccnc(N/N=C/c2ccccc2)n1	-10	/	-8	1	-2.3	5.2	-22	-11	2.1	2.3	12
51	O=C(CN1CCN(Cc2ccccc2)CC1)NCc1ccc(Cl)cc1	-4	3	-15	-2	-0.8	0.4	-10	-4	-1.4	3.7	4
52	COc1cc(-c2noc(C3CCCN(C(=O)c4c(F)cccc4F)C3)n2)cc(OC)c1OC (stereo not drawn)	9	20	-27	2	-1.6	1.5	0	-15	-3.8	2.8	8
53	CNS(=O)(=O)c1cccc(C(=O)OC2CCCCC2=O)c1 (stereo not drawn)	-9	14	-21	7	-1.9	0.7	-7	10	3.0	5.7	8
54	O=C(COc1ccc(-c2nnco2)cc1)Nc1c(F)cccc1F	-5	-12	-4	-3	-1.5	0.8	2	1	0.1	-1.2	10
55	Cc1cc(C)n(-c2nc3ccccc3nc2N2CCN(C(=O)c3ccccc3)CC2)n1	2	4	6	-7	-3.6	0.8	-1	497*	-2.2	2.6	15
56	COc1ccc(C(=O)Nc2ccncc2)cc1OC	3	/	-5	-4	1.2	1.3	-4	4	0.8	1.1	-7
57	CCN1C(=O)/C(=C/c2cccs2)N(C)C1=S	16	-4	-10	-4	-1.9	2.5	-7	-8	-3.0	-0.3	12
58	CC(C)N(C(=O)NC(=O)Nc1ccc(S(=O)(=O)N2CCCC2)cc1)S(C)(=O)=O	2	-17	-10	6	-0.5	6.8	-2	-8	2.6	7.2	3
59	CC(=O)Oc1ccc(/C=N/NC(=O)CCSc2ccccc2)cc1	2	16	12	-14	-3.7	1.8	-3	0	0.4	-0.5	19
60	O=C(Nc1ccccc1N1CCOCC1)c1cccc(F)c1	7	29	-1	-3	-1.8	1.6	-3	-5	-1.9	1.1	9

New compounds follow
#	mol	PKA-R2B activ	PfHsp90 yeast 2	HTR5A inv ag	Tat export inh	MOR-DOR ag	phage Ecoli inh	PKA-R1A act	SUMO Mot1 rescue	Ecoli viability	AddAB inh	OPRM1-OPRD1 inv
61	COc1ccc(C(=O)COC(=O)C(CCSC)NS(=O)(=O)c2ccc(Cl)cc2)cc1 (stereo not drawn)	-2	-8	5	6	6.4	1.6	-10	-20	-2.3	3.1	-34
62	COc1ccc2cnn(Cc3ccccc3)c(=O)c2c1OC	-17	18	-8	-4	-3.3	4.2	-9	-5	-0.6	-1.1	19
63	C=CCOc1ccc(/C=N/NC(=O)c2c(C)nc3ccc(Cl)cn23)cc1	2	-1	-40	1	15	1.5	2	-5	3.3	5.3	-70
64	CCOCCCNCc1ccc(OCc2ccccc2C)c(OC)c1	7	18	-32	-2	2.8	5.6	-2	73	0.0	-1.5	-14

High-throughput results as filed in PubChem.
